cln2 rad14 = NCI yeast anticancer drug screen, S. cerevisiae cln2 rad14 strain | % growth inhibition at 50 µM | actives 8.3% (n = 78,000);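 also: 0% = growth of vehicle-only cultures of the same strain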
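The screen exposed genetically defined yeast (cln2 rad14) to test compounds and scored growth inhibition relative to vehicle-treated controls.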
bub3 = NCI yeast anticancer drug screen, S. cerevisiae bub3 mutant strain; growth inhibition, % at 50 µM; actives 9.9% (n = 78,000);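 also: 0% = growth of vehicle-only cultures of the same strain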
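Growth of a checkpoint-deficient yeast mutant is measured after compound exposure. Values represent inhibition relative to vehicle.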
mlh1 rad18 = NCI yeast anticancer drug screen, S. cerevisiae mlh1 rad18 strain. % growth inhibition at 50 µM. actives 11% (n = 79,000);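 also: 0% = growth of vehicle-only cultures of the same strain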
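Read-out is yeast growth inhibition, calculated against vehicle-only controls. The compound was applied to a strain engineered with DNA damage repair alterations.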
yeast sgs1 mgt1 = NCI yeast anticancer drug screen, S. cerevisiae sgs1 mgt1 strain; % growth inhibition at 50 µM; actives 10% (n = 78,000);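 also: 0% = growth of vehicle-only cultures of the same strain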
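Yeast cells carrying a defined DNA-repair defect were exposed to test compounds. Growth inhibition was measured relative to vehicle-treated controls.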
rad50 = NCI yeast anticancer drug screen, S. cerevisiae rad50 strain; AID 155; actives 10% (n = 79,000); growth inhibition, % at 50 µM;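 also: 0% = growth of vehicle-only cultures of the same strain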
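Vehicle-treated cultures provide the reference for the growth inhibition reported for compound-exposed, repair-deficient yeast.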
mec2-1 = NCI yeast anticancer drug screen, S. cerevisiae mec2-1 strain; % growth inhibition at 50 µM; actives 9% (n = 79,000);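 also: 0% = growth of vehicle-only cultures of the same strain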
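Using mec2-1 yeast: add compound, measure growth, express inhibition versus vehicle-treated cultures.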
Active calls of the source: *; . = no result given. Rule as the data show it: active = growth inhibition above about 70%; inactive = the rest.

Values run as follows: cln2 rad14, bub3, mlh1 rad18, yeast sgs1 mgt1, rad50, mec2-1
> CCN(CC)CCOCC1CCCN2CCCCC12 (stereo not drawn)
  6, 16, -50, -2, -10, -10
> CC1CC(C)OC(c2ccco2)O1 (stereo not drawn)
  -38, -15, 16, -12, 2, -21
> Cc1cc(C(=O)NN)c(C#N)c(=O)[nH]1
  -18, 3, 0, -2, 2, -6
> CCC(C)C(C)(O)CC (stereo not drawn)
  4, -9, -5, -22, -3, -29
> NC(=O)c1c[n+]([O-])ccc1[N+](=O)[O-]
  28, -15, 18, 35, 40, 5
> O=c1[nH]c(-c2ccccc2N=NN2CCCCC2)nc2ccccc12
  -12, -4, 2, -3, -4, -2
> CC(=O)C(=CC=C(c1ccc(N(C)C)cc1)c1ccc(N(C)C)cc1)C(C)=O
  -15, 13, -14, 10, -45, -9
> Cc1ccc(S(=O)(=O)NCCN)cc1
  -20, -6, -3, 24, 9, 11
> Clc1ccccc1CN1COc2c(ccc3cccnc23)C1
  13, 26, 42, 56, 69, 33
> CC(=O)Oc1ccc(-c2coc3c4c(c(CC=C(C)C)c(OC(C)=O)c3c2=O)OC(C)(C)C=C4)cc1OC(C)=O
  28, 31, 43, 32, 35, 19
> Cc1ccc(-c2ccno2)cc1
  -14, -8, 2, 1, 2, 3
> NC(=O)C12CC3CC(CC(Br)(C3)C1)C2
  16, 2, -7, -8, -8, -7
> COc1cc(COC(=O)Nc2ccccc2F)cc(OC)c1OC
  6, 20, -10, 7, -5, -19
> NC(N)=N/N=C(/c1nc2ccc([N+](=O)[O-])cc2[nH]c1=O)C(O)c1ccco1 (stereo not drawn)
  6, -15, 2, 0, 10, -25
> CC[n+]1ccc(Nc2ccc(NC(=O)c3ccc(Nc4cc[n+](CC)c5ccc([N+](=O)[O-])cc45)cc3)cc2)cc1
  97*, 99*, 98*, 100*, 99*, 99*
> Cc1nc([N+](=O)[O-])cn1CC(Cl)Cn1cc([N+](=O)[O-])nc1C
  10, -25, 14, -19, -5, -12
> CC(C)(CO)NC(=O)c1cccs1
  13, -4, -20, 1, 15, 5
> Nc1ccc(N(S(=O)(=O)c2ccccc2)S(=O)(=O)c2ccccc2)c(Cl)c1
  40, 69, 79*, 82*, 77*, 46
> C/C(=N\Nc1ccc([N+](=O)[O-])cc1[N+](=O)[O-])c1cccc2ccccc12
  4, 5, -25, -1, 3, -4
> O=C(COc1ccc(Cl)cc1Cl)Nc1ccc2ccccc2c1S(=O)(=O)O
  -6, 8, 4, 12, 6, 2
> CC1(C)C=C(O)C=C(O)C1
  -2, 7, 2, 17, 14, 3
> CCOC(=O)C1=C(C(C)=O)C(c2cccc([N+](=O)[O-])c2)C(C(C)=O)=C(C(=O)OCC)N1
  -3, -14, 7, -9, -2, 4
> CC1=C(C#[N+][O-])C(C)(C)CCC1
  10, -24, -16, -3, 1, 5
> CC(=O)C1CCCCC1
  12, 1, 17, 4, 27, 11
> CCOC(=O)c1ccc(C(C)(C)C)cc1
  -46, 0, 6, 2, 20, -7
> CCOc1ccc(C(CC)c2cc3c(cc2OC)OCO3)cc1 (stereo not drawn)
  -43, 6, -2, -9, -2, 0
> COc1ccc(CCN2CC(=O)N3CSCC3C2=O)cc1OC (stereo not drawn)
  25, 22, 37, 35, 67, 7
> c1ccc(-c2nc3ccc4ccccc4c3nc2-c2ccccc2)cc1
  ., ., 2, ., -9, -35
> [O-]/[N+](=C\c1ccc(OCc2ccccc2)cc1)c1ccccc1
  -3, -4, -14, -21, 16, -18
> CC(=O)N1CCN(CCCCN2c3ccccc3Sc3cc(N=[N+]=[N-])ccc32)CC1
  51, 49, 52, 57, 59, 61

A stretch of the results above, as a working copy:
Values run as follows: cln2 rad14, bub3, mlh1 rad18, yeast sgs1 mgt1, rad50, mec2-1
> Clc1ccccc1CN1COc2c(ccc3cccnc23)C1
  13, 26, 42, 56, 69, 33
> CC(=O)Oc1ccc(-c2coc3c4c(c(CC=C(C)C)c(OC(C)=O)c3c2=O)OC(C)(C)C=C4)cc1OC(C)=O
  28, 31, 43, 32, 35, 19
> Cc1ccc(-c2ccno2)cc1
  -14, -8, 2, 1, 2, 3
> NC(=O)C12CC3CC(CC(Br)(C3)C1)C2
  16, 2, -7, -8, -8, -7
> COc1cc(COC(=O)Nc2ccccc2F)cc(OC)c1OC
  6, 20, -10, 7, -5, -19
> NC(N)=N/N=C(/c1nc2ccc([N+](=O)[O-])cc2[nH]c1=O)C(O)c1ccco1 (stereo not drawn)
  6, -15, 2, 0, 10, -25
> CC[n+]1ccc(Nc2ccc(NC(=O)c3ccc(Nc4cc[n+](CC)c5ccc([N+](=O)[O-])cc45)cc3)cc2)cc1
  97*, 99*, 98*, 100*, 99*, 99*
> Cc1nc([N+](=O)[O-])cn1CC(Cl)Cn1cc([N+](=O)[O-])nc1C
  10, -25, 14, -19, -5, -12
> CC(C)(CO)NC(=O)c1cccs1
  13, -4, -20, 1, 15, 5
> Nc1ccc(N(S(=O)(=O)c2ccccc2)S(=O)(=O)c2ccccc2)c(Cl)c1
  40, 69, 79*, 82*, 77*, 46
> C/C(=N\Nc1ccc([N+](=O)[O-])cc1[N+](=O)[O-])c1cccc2ccccc12
  4, 5, -25, -1, 3, -4
> O=C(COc1ccc(Cl)cc1Cl)Nc1ccc2ccccc2c1S(=O)(=O)O
  -6, 8, 4, 12, 6, 2
> CC1(C)C=C(O)C=C(O)C1
  -2, 7, 2, 17, 14, 3
> CCOC(=O)C1=C(C(C)=O)C(c2cccc([N+](=O)[O-])c2)C(C(C)=O)=C(C(=O)OCC)N1
  -3, -14, 7, -9, -2, 4
> CC1=C(C#[N+][O-])C(C)(C)CCC1
  10, -24, -16, -3, 1, 5
> CC(=O)C1CCCCC1
  12, 1, 17, 4, 27, 11
> CCOC(=O)c1ccc(C(C)(C)C)cc1
  -46, 0, 6, 2, 20, -7
> CCOc1ccc(C(CC)c2cc3c(cc2OC)OCO3)cc1 (stereo not drawn)
  -43, 6, -2, -9, -2, 0
> COc1ccc(CCN2CC(=O)N3CSCC3C2=O)cc1OC (stereo not drawn)
  25, 22, 37, 35, 67, 7
> c1ccc(-c2nc3ccc4ccccc4c3nc2-c2ccccc2)cc1
  ., ., 2, ., -9, -35
> [O-]/[N+](=C\c1ccc(OCc2ccccc2)cc1)c1ccccc1
  -3, -4, -14, -21, 16, -18
> CC(=O)N1CCN(CCCCN2c3ccccc3Sc3cc(N=[N+]=[N-])ccc32)CC1
  51, 49, 52, 57, 59, 61

Going on with the list.
Values run as follows: cln2 rad14, bub3, mlh1 rad18, yeast sgs1 mgt1, rad50, mec2-1
> Cc1ccc(/C=N/NC(=O)c2ccccc2NC(=O)c2ccccc2)cc1
  62, 71*, 70, 85*, 57, 81*
> CCOC(=O)c1cnc2ccccc2c1
  -45, -1, 3, 6, 4, 7
> CCC1(CC)SC=C(C)NC1=O
  -25, -15, 7, 13, -5, -2
> Cc1ncc([N+](=O)[O-])n1CCSC#N
  -4, -12, 6, 6, 17, 0
> O=C1/C(=C/c2cccc(Cl)c2)CCCc2ccccc21
  11, 63, 44, 33, 22, 14
> Clc1ccc(C(CI)c2ccccc2Cl)cc1 (stereo not drawn)
  14, 28, 6, 12, 11, 11
> O=C1/C(=C\c2ccccc2)Sc2cc[nH]c21
  -2, -2, 17, 4, 14, 1
> COC(=O)O[C@H]1CC[C@@]2(C)C(=CC[C@H]3[C@@H]4CC[C@H]([C@H](C)CCCC(C)C)[C@@]4(C)CC[C@@H]32)C1
  7, -12, -5, -6, -22, -30
> CC(=O)c1sc2c(c1OC(=O)c1ccccc1)c(=O)n(-c1ccccc1)c(=S)n2-c1ccccc1
  36, 43, 42, 15, 50, 21
> N/N=C1\CC(=O)NC(=O)N1
  2, 3, 0, 2, -2, -11
> C/C=C1/C=CC2c3[nH]c4ccccc4c3CCN2C1 (stereo not drawn)
  38, -13, 13, 3, 5, -1
> CNC(=O)c1ccc[n+](CC(=O)NCc2ccccc2)c1
  -2, -2, -16, -16, -2, -11
> C(=C\c1csnn1)/c1ccccn1
  8, -1, -5, 3, 10, 1
> O=C(c1ccccc1)C1CC2(c3ccccc3)C(=O)C1(c1ccccc1)c1c2c2ccccc2c2ccccc12 (stereo not drawn)
  50, 2, 12, 1, -35, 11
> Cc1cc(=O)oc2cc(NC(=O)C(CCCN=C(N)N)NC(=O)OCc3ccccc3)ccc12 (stereo not drawn)
  -3, -4, 7, 23, 26, -17
> Cn1c(-c2ccc(/C=N\N3CCN(/N=C/c4ccc(-c5c[n+]6ccsc6n5C)cc4)CC3)cc2)c[n+]2ccsc12
  70*, 16, -11, 25, 18, 30
> O=C1NC(c2ccccc2)(c2ccccc2)C(=O)N1SC(Cl)(Cl)Cl
  90*, 88*, 87*, 91*, 90*, 89*
> CC(O)C(NC(=O)Nc1ncnc2nc[nH]c12)C(=O)O (stereo not drawn)
  8, -14, 17, -2, 9, 4
> CCNC(=O)CCC(NS(=O)(=O)c1ccc(NC(=O)c2ccc(Cl)cc2)cc1)C(=O)O (stereo not drawn)
  -5, 0, -2, -26, 1, -5
> Brc1cc(Br)c2c(c1)CN(C1CCCCC1)CO2 (tested in a mixture with another compound)
  -19, -2, -7, 0, 0, 4
> O=c1[nH]c2cc([N+](=O)[O-])ccc2nc1/C=C(\O)c1ccc2ccccc2c1
  2, -8, 18, -5, 3, -18
> C1CCCC(=NN=C2CCCCCCC2)CCC1
  -17, -10, 15, 13, 29, 22
> CC1=C(C#N)C(=O)OC1(C)C1CC(=O)C=CC1=O (stereo not drawn)
  -3, -2, 4, 5, 0, 17
> CCN(CC)CCNc1ccc2nc(C)n3c4ccc(O)cc4c(=O)c1c23
  19, -4, 78*, 0, 0, 27
> O=C(c1ccccc1)c1ccc2[nH]ccc(=O)c2c1
  -31, -8, 4, -4, -5, 0
> CCOC(=O)c1nc2c([nH]1)c(=O)n(C)c(=O)n2C
  30, 10, 1, 2, 29, 11
> O=C(Nc1ccc2ccccc2c1)c1ccc(Cl)cc1
  7, 31, 1, -15, 5, -10
> CC(=O)c1ccc(Cl)c(N=Cc2cc(Br)ccc2O)c1
  24, 78*, 61, 67, 68, 70*
> Nc1nc(N)c2c(n1)CCC(CNc1ccc(C(=O)NC(CCC(=O)O)C(=O)O)cc1)C2 (stereo not drawn)
  40, -4, 30, 38, 24, 31
> CCN(CC)CCN1C(=O)c2ccccc2C1=O
  -8, 5, 36, 3, -5, 8
> CCOC(=O)/C(=C\c1cccc([N+](=O)[O-])c1)C(C)=O
  90*, 92*, 92*, 93*, 93*, 95*
> OC1(C#CC#CC2(O)CCCCC2)CCCCC1
  10, 3, 4, 0, 13, 16
> CN(C)c1ccc(C(=O)CCCN2CCC(O)(c3ccc(Cl)cc3)CC2)cc1
  6, 18, 22, 37, 37, 15
> O=C1c2cccnc2-c2nccc3c2c1nc1ccccc13
  91*, 91*, 91*, 91*, 90*, 93*
> COc1ccccc1OCC(O)CO (stereo not drawn)
  8, -11, 10, -15, -8, -23
> CC(O)CCNc1nnc2c3ccccc3n(C)c2n1 (stereo not drawn)
  44, 5, -16, 0, 6, 1
> COc1ccccc1/C=C1\Sc2scc(-c3cccc([N+](=O)[O-])c3)[n+]2C1=O
  88*, 84*, 89*, 89*, 86*, 89*
> CCOC(=O)c1cc(=O)c2c(OC)ccc(Cl)c2[nH]1
  13, 33, 21, 28, 32, 24
> CCOc1c(N=Nc2ccc([N+](=O)[O-])cc2)c(C)nn1C(N)=S
  -27, 13, 16, 15, -8, 8
